Screening data as filed in PubChem BioAssay.
TDP-43 yeast inh – inhibitors of TDP-43 toxicity in yeast; AID 652104; 410,000 compounds, 1.8% hits; Potency, µM (highest dose often 46.1 µM), for the others: top-dose growth rescue (activation), most hits filed as activators; TDP-43 expressing yeast growth rescue, BacTiter-Glo, 24 h; also: potency is read from the fitted curve at half-maximal effect; % of control where 0% means no effect; nearly all actives have a fitted effect of over 50% in size
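Galactose-induced TDP-43 yeast, OD600=0.02, compound pinned; 24 hr, 30 deg C; BacTiter-Glo luminescence for growth. Inhibitors of TDP-43 toxicity read as activators.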
D3 antag – antagonists of human D3 dopamine receptor; P35462; D3R cells, DiscoveRx beta-arrestin luminescence, antagonist mode; active compounds read low; max response, negative = inhibition, %; 360,000 compounds, 2.5% hits; in the data active = max response below about -50%; inconclusive = no clear call, values can overlap the other calls; also: % is scaled to controls: 0 for no effect and ±100 for the full control effect; mostly tested at two doses, the higher about 12 µM
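Cells plated overnight at 1500 cells/well, then exposed to library compounds with dopamine controls for 90 minutes at 37 degrees C. DiscoveRx reagent added for 30–60 minutes at room temperature; luminescence read, quantitative HTS format.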
EPAC2 antagonist – blocks human EPAC2 exchange factor. Potency, µM (series often up to 114 µM), for inactives: top-dose activity, negative = inhibition, hits mostly inhibitors. AID 720708. 360,000 compounds, 0.18% hits. EPAC2 GEF exchange of Rap1B-BODIPY-GDP, fluorescence; also: potency is read from the fitted curve at half-maximal effect; % is scaled to controls: 0 for no effect and ±100 for the full control effect; nearly all actives have a fitted effect of over 45% in size; many of its hits are not listed in these tables
Target sequence (Q8WZA2 whole entry, looked up): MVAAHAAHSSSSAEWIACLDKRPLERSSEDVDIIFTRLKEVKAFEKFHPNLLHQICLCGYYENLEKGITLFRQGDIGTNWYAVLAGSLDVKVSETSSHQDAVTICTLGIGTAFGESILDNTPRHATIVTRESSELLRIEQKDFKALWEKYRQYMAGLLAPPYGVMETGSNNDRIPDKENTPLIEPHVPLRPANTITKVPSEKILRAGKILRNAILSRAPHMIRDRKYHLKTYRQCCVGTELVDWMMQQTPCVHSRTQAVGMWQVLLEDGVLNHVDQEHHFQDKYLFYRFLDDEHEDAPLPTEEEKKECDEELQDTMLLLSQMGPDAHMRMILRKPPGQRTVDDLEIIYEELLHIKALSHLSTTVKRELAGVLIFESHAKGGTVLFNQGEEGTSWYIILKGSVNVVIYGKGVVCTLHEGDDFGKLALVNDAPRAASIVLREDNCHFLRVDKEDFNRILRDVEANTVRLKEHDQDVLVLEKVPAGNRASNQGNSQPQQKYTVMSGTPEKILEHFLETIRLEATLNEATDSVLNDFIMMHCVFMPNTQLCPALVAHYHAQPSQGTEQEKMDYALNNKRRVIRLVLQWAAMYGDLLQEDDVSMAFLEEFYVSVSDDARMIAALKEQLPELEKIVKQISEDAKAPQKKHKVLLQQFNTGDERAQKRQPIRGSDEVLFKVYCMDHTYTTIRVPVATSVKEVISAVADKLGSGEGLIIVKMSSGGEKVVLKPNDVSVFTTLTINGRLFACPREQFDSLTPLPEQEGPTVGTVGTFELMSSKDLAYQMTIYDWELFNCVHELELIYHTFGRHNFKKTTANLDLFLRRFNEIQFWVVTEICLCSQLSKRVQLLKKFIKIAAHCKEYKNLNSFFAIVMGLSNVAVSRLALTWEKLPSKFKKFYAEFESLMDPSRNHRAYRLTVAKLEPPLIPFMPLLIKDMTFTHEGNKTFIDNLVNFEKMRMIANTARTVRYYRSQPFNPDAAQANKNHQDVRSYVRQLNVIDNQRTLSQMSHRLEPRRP
D3 ag – agonists of human D3 dopamine receptor | P35462 | D3R DiscoveRx beta-arrestin cells, luminescence, 90 min | max activation, % | 410,000 compounds, 0.58% hits; in the data active = max activation above about 30%; also: 0% is about no effect; mostly tested at two doses, the higher about 12 µM
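Agonist mode: compounds and dopamine controls were applied to plated cells for 90 min at 37 degrees C after an overnight attachment at 1500 cells/well. Luminescent read-out followed 30 - 60 minutes at room temperature with DiscoveRx detection reagent.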
FUS yeast rescue – rescues growth of FUS-expressing yeast; 390,000 compounds, 0.24% hits; Potency, µM (top dose mostly 76.6 µM), for the others: at the top dose growth rescue (activation), actives largely listed as activators; S. cerevisiae FUS-expressing, growth rescue, OD600, 24 h; AID 1347120;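 also: potency is read from the fitted curve at half-maximal effect; plate controls were DMSO vehicle for no effect and reference control for full effect; nearly all actives have a fitted effect of over 55% in size; some results filed as inactive show a strong effect at the top dose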
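FUS-expressing yeast, raffinose-pregrown, induced in 2% galactose minimal medium at OD 0.005; compounds in a dilution series, 24hr at 30C. Growth restoration read as absorbance at 600 nm. CP55940 positive control, DMSO negative.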
EPAC2 ag – activates human EPAC2 exchange factor. Q8WZA2. EPAC2 activation, biochemical qHTS; response scale: 100% = 6.5 mM cAMP response. Potency, µM (top dose mostly 154 µM), for the others: at the highest dose activation, usual class: activators. 360,000 compounds, 0.079% hits. AID 720711; also: potency is read from the fitted curve at half-maximal effect; nearly all actives have a fitted effect of over 50% in size
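Exchange assay: 100 nM EPAC2 with 250 nM Rap1B-BODIPY-GDP and 50 uM GDP. Fluorescence (ex 480/em 540 nm) read every 5 min for 30 min at room temperature. Data normalized to 6.5 mM cAMP as agonist control.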
aSyn yeast inh – alpha-synuclein toxicity inhibition in yeast; Yeast expressing alpha-synuclein, growth rescue, BacTiter-Glo, 24 h; Potency, µM (highest dose often 46.1 µM), for inactives: top-dose growth rescue (activation), usual class: activators; 370,000 compounds, 0.14% hits; also: potency is read from the fitted curve at half-maximal effect; % of control where 0% means no effect; nearly all actives have a fitted effect of over 65% in size
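Galactose-induced alpha-syn yeast (OD600=0.02, raffinose-pregrown) + pinned cpd, 24 hr, 30 deg C; growth by BacTiter-Glo luminescence. Growth restoration scores as activation.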
Abeta yeast res – A-beta toxicity reversal in yeast | yeast expressing A-beta42, growth rescue, OD600, 48 h; response scale: 0% DMSO, 100% iron-clioquinol control | 410,000 compounds, 0.063% hits | Potency, µM (titrated, usually from 46.1 µM), for inactives: at the top dose growth rescue, most hits filed as activators | AID 1347071; also: potency is read from the fitted curve at half-maximal effect; nearly all actives have a fitted effect of over 55% in size
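Yeast growth medium received pinned compounds, then yeast cells expressing toxic A-beta were added; plates incubated at 30 C for 48 hr. Growth read as absorbance at 600 nm, normalized to DMSO and equimolar FeCl3 plus clioquinol controls.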
* marks the source's active call; other numbers are inactive results; u = inconclusive; x = no result given; [ ] = remark or other dose. Unless noted, calls follow the shape of the dose curve; as a rule, active = well fitted curve in the direction sought with a large enough effect; inconclusive = small, poorly fitted or top-dose-only effect, or another doubt; inactive = no such curve, though single readings can be large; an effect the other way counts as inactive or inconclusive.

SMILES	TDP-43 yeast inh	D3 antag	EPAC2 antagonist	D3 ag	FUS yeast rescue	EPAC2 ag	aSyn yeast inh	Abeta yeast res
C=CCNC(=O)c1ccccc1NC(=O)c1cccc2ccccc12	-11%	9	-15%	-1	u	14%	-1%	13%
Cc1cc(C)n(-c2cc(Oc3ccccc3)ncn2)n1	u	-4	2%	-2	0%	-5%	1%	-13%
CCOC(=O)C(=O)Nc1nnc(CCc2ccccc2)s1	-16%	11	9%	-1	10%	-2%	-4%	6%
Cc1ccc(OCC(=O)NNC(=O)c2ccc(NC(=O)C3CC3)cc2)c(C)c1	11%	1	-9%	-13	6%	0%	0%	7%
O=C(Nc1cccc(F)c1)N1CCCC(CNS(=O)(=O)Cc2ccccc2)C1 (stereo not given)	-7%	17	2%	-1	-16%	5%	-1%	-2%
Cc1ccc2nc(NC(=O)Cn3nc(C)c([N+](=O)[O-])c3C)sc2c1	0%	-6	-3%	-3	-11%	-5%	9%	26%
COC(=O)[C@@]12CCCCN1[C@H](c1ccc(-c3cccc(Cl)c3)cc1)[C@H]1C(=O)N(C)C(=O)[C@H]12	-2%	-8	-1%	-2	12%	7%	13%	5%
Cc1nonc1-c1csc(N)n1	-4%	-23	23%	-3	1%	4%	-21%	-11%
Cc1cc(-c2nnc(SCC(=O)Nc3ccccc3F)n2N)n[nH]1	-15%	-11	3%	-4	1%	13%	-2%	4%
Nc1nc(SCC(=O)N2CCN(c3ccc(F)cc3)CC2)n[nH]1	8%	-12	6%	4	x	-5%	3%	8%
CCOCCCNc1ncc2c(n1)CC(c1ccc(C)cc1)CC2=O (stereo not given)	-12%	-14	-10%[57.1 µM]	-11	-14%	-16%	0%	7%
CC(=O)NC(Cc1c[nH]c2ccccc12)C(=O)N/N=C/c1ccccc1 (stereo not given)	2%	1	1%	2	-1%	0%	0%	-5%
CCc1cc(C(=O)N2CCCc3ccccc32)sc1C	-39%[inhibitor]	-5	-29%	-3	14%	19%	12%	-29%
COC(=O)c1c(S(C)(=O)=O)nc(-c2ccccc2)[nH]c1=O	-12%	8	16%	-2	x	-7%	-9%	10%
COc1ccc(Cl)cc1NC(=O)CCN1C(=O)NC(C)(C)C1=O	-1%	11	14%	3	-11%	8%	-2%	-8%
COC(=O)C(C)Sc1ccc2nnc(-c3ccc(F)cc3)n2n1 (stereo not given)	-9%	-21	-5%	-20	8%	12%	0%	6%
Cc1ccccc1CSCC(=O)NC1CCCC1	13%	-1	4%	2	-4%	3%	0%	7%
CCCCCCCN1CCC(=O)N([C@H](CO)c2ccccc2)CC1	15%	u	12%	-58	-16%	2%	1%	9%
O=C(NC1CCN(c2ncccn2)CC1)c1ccccc1Cl	0%	3	2%	1	-26%	5%	-5%	-2%
O=[N+]([O-])c1ccc(/C=N/NC(=S)Nc2ccccc2C(F)(F)F)o1	2%	-11	-4%	-3	x	-5%	8%	0%
O=C1CC(c2ccccc2Oc2cccc(Cl)c2)C(n2cncn2)C(=O)C1C1NCCc2ccccc21 (stereo not given)	-2%	-28	-2%	-5	15%	5%	-9%	6%
Cc1noc(C(=O)Nc2c(C)nn(Cc3ccccc3)c2C)c1Cl	19%	-19	8%	3	-23%	9%	-6%	-6%
COc1ccccc1-c1noc2ncnc(Nc3cccc(C)c3)c12	19%	13	0%	8	-8%	14%	4%	25%
COc1ccc(NC(=O)c2cc([N+](=O)[O-])ccc2N2CCCC2)cc1S(N)(=O)=O	-1%	-10	0%	-4	16%	-5%	2%	1%
CCN(CC)CCNC(=O)C1c2ccccc2C(=O)N(CCOC)C1c1ccc(F)cc1 (stereo not given)	-18%	-62*	0%	-8	6%	0%	-2%	-2%
O=C(c1cnn(-c2ccccc2)c1)c1cc(F)ccc1O	10µM*	7	3%	-9	13%	11%	8%	-15%
Cc1cccc(N2CCN(C(=O)Cn3ncc4c5ccccc5n(C)c4c3=O)CC2C)c1 (stereo not given)	u	x	x	3	-27%	x	x	12%
Cc1cccc(C)c1NC(=O)C(c1ccc(-c2ccccc2)cc1)n1c(=O)c(-c2cc3ccccc3[nH]2)nc2ccccc21 (stereo not given)	u	26	6%	6	15%	-1%	8%	-2%
Brc1cnc(N2CCCCC2)nc1N1CCOCC1	-6%	12	-8%	-2	-8%	0%	2%	22%
Cc1ccc(OC(=O)Nc2ccccc2)cc1	u	-7	0%	-13	-39%	-3%	0%	8%
CC(=O)c1cccc(NC(=O)Cn2c(-c3cncs3)nc3ccccc32)c1	20%	x	x	5	-6%	x	x	-6%
O=C(O)c1ccc(Nc2nc3c(s2)CCCC3)cc1	-1%	2	-27%	2	17%	10%	7%	-18%
CCOc1cc(N2CCCC2)ccc1[N+](=O)[O-]	8%	14	0%	-5	-8%	1%	3%	-10%
C=C(C)Cn1c2ccc(NC(=O)NCC)cc2c(=O)n1C	18%	8	-5%	1	-22%	9%	3%	-4%
C=CCn1c(SCC(=O)NCc2ccco2)nc2sc3c(c2c1=O)CCC3	-1%	9	5%	-1	33%	-3%	1%	-5%
O=C(C1CCN(S(=O)(=O)c2cccc3nsnc23)CC1)N1CCCc2ccccc21	19%	2	-5%	-6	16%	9%	1%	-11%
Cc1c(NC(=O)/C(C#N)=C\c2cccs2)c(=O)n(-c2ccccc2)n1C	7%	0	6%	7	x	3%	-1%	5%
O=C(O)C1CCC(Cn2c(SCc3cc(=O)n4cc(Cl)ccc4n3)nc3ccsc3c2=O)CC1 (stereo not given)	-19%	-9	-1%	-4	-5%	7%	0%	-11%
CCOC(=O)C1CCCN(CC(=O)Nc2cc(C)c3c(=O)oc4ccccc4c3n2)C1 (stereo not given)	13%	x	x	7	-6%	x	x	8%
CSc1ccc(CCNC(=O)CCCn2c(=O)c3cccn3c3ccccc32)cc1	u	x	x	3	36%	x	x	12%
CCOC(=O)N1CCN(C(=O)c2cc3c(=O)[nH]c4ccccc4c3s2)CC1	0%	35	-7%	2	-2%	5%	-5%	-3%
Cn1c(Cn2nnc3ccccc32)nnc1SCC(N)=O	-10%	-16	0%	7	7%	2%	-10%	14%
Cc1ccc2onc(CC(=O)N3CCN(c4ccc(Cl)cc4)CC3)c2c1	20µM*	x	x	6	37%	x	x	24%
Cc1ccc(S(=O)(=O)NCC(=O)OCC(=O)Nc2ccc(C)c(S(=O)(=O)N3CCOCC3)c2)cc1	6%	13	-5%	5	21%	-2%	0%[1.84 µM]	6%
COCCNC(=O)c1ccc(CS(=O)(=O)c2ccccc2)o1	-3%	2	18%	4	9%	7%	-7%	-1%
O=C(c1cn(CCOc2ccccc2F)c2ccccc12)C1CCCCC1	6%	x	x	7	-16%	x	x	18%
CCOc1cc(NC(=O)c2cccs2)c(OCC)cc1NC(=O)CCC(=O)NCc1ccccn1	4%	-1	8%	3	-5%	14%	3%	-14%
COc1ccc(N2C(=O)CS(=O)C(c3ccccc3)C2=O)cc1 (stereo not given)	-9%	u	-27%	3	12%	4%	3%	-5%
CCOC(=O)C1=C(C)N(C)C(=O)NC1c1c(OC)ccc2ccccc12 (stereo not given)	5%	7	9%	1	9%	0%	6%	-11%
Cc1cccc(CSC2=NCCN2C(=O)c2ccco2)c1	1%	-16	5%	-7	-25%	8%	-1%	-9%
Cn1cnc2nc3n(c2c1=O)CCC3	4%	21	-4%[57.1 µM]	-9	5%	2%	-3%	-9%
COC(CNc1nc(SC)nc2sc3c(c12)CCN(C)C3)OC	-4%	-6	-1%	-7	7%	7%	5%	-9%
Cc1ccc(C)c(NC(=S)N(CCN(C)C)C(C)c2ccccn2)c1 (stereo not given)	-4%	7	1%	1	13%	6%	-3%	-5%
CC(Sc1nc(NCc2ccccc2)nc(N(C)C)n1)C(=O)Nc1ccccc1 (stereo not given)	-16%	16	5%	-21	u	15%	-1%	4%
N#Cc1ccccc1OCC(=O)N1N=C(c2cccs2)CC1c1ccco1 (stereo not given)	8%	-23	2%	-2	-13%	15%	-2%	-11%
c1csc(-c2nc(-c3ccncc3)no2)c1	0%	-11	-3%	-4	-15%	12%	8%	4%
O=C(CCOc1ccccc1)Nc1ccnn1C1CCN(Cc2ccc(O)cc2)CC1	-3%	-1	4%	-23	-8%	1%	-3%	11%

Some of the compounds tested; count on the stated rates, not on these rows.
